Screening data deposited in PubChem BioAssay by Fisher Drug Discovery Resource Center.
NPYLR7 agonist: mosquito NPYLR7 agonism; HEK293T NPYLR7/Galpha15, GCaMP6s calcium fluorescence; activation, % at 10 µM; 270,000 tested, 0.15% active; in the data active means activation above about 40%;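 further: 0% = vehicle and 100% = reference agonist at the receptor; some compounds past the cut are filed as inactive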
mcGAS lum: blocks mouse cGAS activity; inhibition, % at 12.5 µM; recombinant cGAS, Kinase-Glo ATP depletion luminescence; Q8C6L5; AID 1259399; 160,000 tested, 0.15% active;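 further: 0% = negative control wells and 100% = reference inhibitor with no enzyme activity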
hcGAS inh: inhibitors of human cGAS | Q8N884 | recombinant h-cGAS, ATP depletion, Kinase-Glo luminescence | inhibition, % at 12.5 µM | 290,000 tested, 0.081% active | AID 1259398;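 further: 0% = vehicle reaction and 100% = reaction without DNA for no activity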
Target sequence (Q8N884 whole entry, looked up): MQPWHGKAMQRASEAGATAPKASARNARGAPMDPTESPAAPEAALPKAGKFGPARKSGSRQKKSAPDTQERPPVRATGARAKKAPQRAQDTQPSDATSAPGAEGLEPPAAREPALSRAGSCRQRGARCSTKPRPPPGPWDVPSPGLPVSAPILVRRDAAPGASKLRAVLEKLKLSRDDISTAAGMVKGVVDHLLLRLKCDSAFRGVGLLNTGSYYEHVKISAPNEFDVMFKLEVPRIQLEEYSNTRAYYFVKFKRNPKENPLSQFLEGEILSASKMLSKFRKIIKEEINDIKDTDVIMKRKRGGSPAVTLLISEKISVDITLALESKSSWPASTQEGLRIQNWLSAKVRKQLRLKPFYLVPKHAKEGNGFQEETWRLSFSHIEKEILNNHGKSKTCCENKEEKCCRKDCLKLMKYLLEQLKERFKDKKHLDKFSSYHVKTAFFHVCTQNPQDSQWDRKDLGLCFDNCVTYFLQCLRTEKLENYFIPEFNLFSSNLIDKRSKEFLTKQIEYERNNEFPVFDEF
* hit, by the source's call; / = not tested or not shown; & = joins results of further samples. Unless noted, no stated cut-off is given here; in the data, active means inhibition above about 40%; inactive means the rest.

SMILES	NPYLR7 agonist	mcGAS lum	hcGAS inh
O=C(NCCCn1nnc2ccccc21)c1cn(-c2ccccc2)nn1	3	-11	-3
O=C(c1ccc(F)cc1F)N1CCC(N2CCC(C(=O)N3CCOCC3)CC2)CC1	5	/	-7
CC(=O)Nc1ccc(NC(=O)CSc2nc(C3CCCC3)nc3c2c(=O)n(C)c(=O)n3C)cc1	-7	-9	-7
NC(=O)c1ccc(=O)n(Cc2ccn(-c3ccccc3)n2)n1	5	-7	-12
CNC(=O)CSc1nnc(N2CCN(C(=O)c3cc(=O)c4ccccc4o3)CC2)s1	-15	-2	2
O=C(O)CCN1C(=O)/C(=C/c2ccccc2O)SC1=S	2	6	-2
COc1cccc(-c2cnc(-c3cccc(CNC(=O)c4cccc(C#N)c4)c3)[nH]2)c1	-5	-5	-1
COC(=O)c1ccc(COC(CN2CCN(C(=O)Nc3cccc(C(=O)OC)c3C)CC2)c2cccc(OC)c2)cc1 (stereo not given)	2	-4	-2
CCn1ccc(C(=O)N=c2sc3c(OC)ccc(OC)c3n2CC(=O)OC)n1	0	/	2
COCc1nc2ccc(C)cc2c2c1C(=O)N(CCc1nc3ccccc3[nH]1)C2=O	-1	-3	-6
O=C(c1coc(CN(Cc2ccc3c(c2)OCO3)Cc2ccccc2Cl)n1)N1CCCCC1	19	-4	5
O=C(NCCCOCc1ccco1)c1cc(Cl)ccc1O	2	/	-4
CCn1c(=NC(=O)c2ccc3ncsc3c2)sc2cc(Cl)ccc21	3	/	2
O=C(c1c[nH]c(=O)cn1)N1CCCC(N2CCN(c3ccc(F)cc3)CC2)C1 (stereo not given)	-1	/	2
O=C1C(C(c2ccccc2)N2CCC(O)CC2)Sc2nc(-c3ccco3)nn21 (stereo not given)	-2	-7	-7
N[C@@H](Cc1c[nH]c2ccccc12)C(=O)NC[C@@H]1CCCN2CCCC[C@H]12	-2	-11	-4
COc1ccc2c(c1)sc(=NC(=O)CSCC(=O)Nc1nccs1)n2C	26	/	-1
O=C1C2CC=CCC2C(=O)N1c1ccc(OCC(O)CN2C(=O)c3ccccc3S2(=O)=O)cc1 (stereo not given)	-7	3	4
COc1ccc(C(=O)N2CCC(n3nccc3NC(=O)C3CC3)CC2)cc1F	-5	-4	-7
Cc1ncsc1CCC(=O)N(C)CCc1nc2ccc(F)cc2[nH]1	-1	/	-4
CC1(C)OCC(CNC(=O)c2ccc(-c3cc(-c4cccc5c4OCCO5)[nH]n3)cc2)O1 (stereo not given)	/	2	2
CCOC(=O)c1cc(-c2cccc(NC(=O)C(C)Oc3ccccc3)c2)n(-c2cccc(F)c2)n1 (stereo not given)	5	2	5
O=C(NCC1CCCCC1O)c1c(O)cc(F)cc1F (stereo not given)	3	/	6
CCCN(CC#N)Cc1cc2c(cc1O)OCO2	5	/	-6
CCOc1ccc(-c2noc(CSc3nc(C)c(CCO)c(=O)[nH]3)n2)cc1	-7	-9	-4
O=C(CCc1ccccc1)NNC(=O)c1ccc(=O)n(Cc2ccc(Cl)cc2)c1	-10	-8	-5
COc1ccc(-c2nc3cc(C)ccn3c2NC(C)(C)CC(C)(C)C)cc1OC	3	-5	-8
Brc1ccc(-c2noc(-c3ccccc3)n2)o1	0	/	5
COc1ccc(-c2nc(N(CCCN3CCOCC3)CCC(=O)N3CCCC3)c3ccccc3n2)cc1	22	-6	-2
COC(=O)c1c(OCCCc2ccccc2)cc(=O)n2c1CCN(C(=O)c1cc(C)oc1C)CC2	3	-12	-10
CCc1nc(SCC(=O)NCCc2c[nH]c3ccccc23)n[nH]1	12	-17	-1
CSc1cnc2c(=O)n(C)c(=O)[nH]c2n1	14	/	27
CS(=O)(=O)CCn1ccc(NC(=O)c2ccc(F)c(F)c2)n1	7	/	-3
Cc1sc2nc(C(C)OC(=O)CN3C(=O)C4CCCCC4C3=O)[nH]c(=O)c2c1C (stereo not given)	-1	/	0
COCCCN(CC(=O)N(Cc1cccn1Cc1ccccc1)C1CCCCC1)C(=O)COc1ccccc1	-6	-5	-4
CC(=O)Nc1cccc(C(=O)NCCOc2cccc3c2OC(C)(C)C3)c1	6	-15	-4
CC(NCC(O)COc1ccc(C#N)cc1)C1CC2CCC1C2 (stereo not given)	0	/	-6
Nc1nc(NCc2ccccc2)sc1C(=O)C12CC3CC(CC(C3)C1)C2	8	/	-6
CCN(CC)c1c([N+](=O)[O-])c(=O)oc2ccccc12	-4	/	11
COc1ccc(OCC(=O)N2CCOC(COCc3cccc(C(F)(F)F)c3)C2)cc1 (stereo not given)	-7	/	6
CN(C)C(=O)Nc1c[nH]c2ccccc12	3	-10	-7
Cc1nnc(SCCCCC(=O)N2CCN(c3cccc(C(F)(F)F)c3)CC2)n1-c1ccccc1	-1	-4	0
CCS(=O)(=O)N(C)CC(=O)NC(c1ccccc1C)C1CC1 (stereo not given)	4	/	-14
N#Cc1ccc(C(=O)Nc2cc(-c3cccc(F)c3F)[nH]n2)nc1	-11	/	-2
CCOC(=O)[C@H]1C[C@]2(CCCCN(CCO)C2=O)N(C(=O)c2ccco2)[C@H]1c1ccccc1	1	-6	0
Cc1nn(C)c(C)c1C=C1N=C(c2cccc(F)c2)OC1=O	14	/	-9
CC1=C(C(=O)Nc2ccc(Cl)cc2)C(c2cnn(Cc3ccccc3)c2)NC(=S)N1 (stereo not given)	3	/	1
CCS(=O)(=O)Oc1cc(CN(CC(C)C)S(=O)(=O)c2ccc(OC)cc2)ccc1OC	6	-3	-2
COc1ccc(CC(=O)N2CCCN(C(=O)C(C)N3CCc4sccc4C3c3ccccc3C)CC2)cc1 (stereo not given)	-8	2	3
Cc1n[nH]c(C)c1CCCN(C)C(=O)c1coc2c1C(=O)CCC2	1	-22	-6
CC1CC(C)CN(Cc2nc3c(c(=O)n(C)c(=O)n3C)n2Cc2ccc(Cl)cc2)C1 (stereo not given)	12	/	-3
COc1ccc(-c2ccc(OCCNC(=O)C(F)(F)F)nn2)cc1	3	-2	-7
Cc1cc(OCCn2c(=O)c(C#N)cn(C3CC3)c2=O)ccc1C(C)C	3	/	2
Cc1cccc(Oc2nc(C)nc(N3CCC(N(C)C)CC3)c2N)c1	15	/	-6
Cc1nc2ccc(Cl)cn2c(=O)c1NC(=O)CCCc1ccccc1	6	/	-16
CCCCC/C=C\C=C\C(=O)OC[C@H]1O[C@@H](O[C@H]2[C@H](OC(=O)/C=C/C=C/CC(O)/C=C/C=C/CCCCC)[C@@H](O)[C@@]3(OCc4cc(O)cc(O)c43)O[C@@H]2CO)[C@H](O)[C@@H](O)[C@H]1O (stereo not given in full)	-5	-8	-7
CO[C@H]1CN(C(C)C)C[C@@H]1Nc1nc(-c2cccnc2)nc2c1cnn2C	1	-2	3
O=S(=O)(Oc1ccc(CNC2CC2)cc1)c1ccc(F)cc1	32	/	-1
CCc1ccc(N2CCCn3c2nc2c3c(=O)n(CCCO)c(=O)n2C)cc1	4	/	-5
CSc1cccc(NC(=S)NCC2CCCO2)c1 (stereo not given)	-5	/	-2

Structural class, those above containing a thiophene ring, fused or not (two)
SMILES	NPYLR7 agonist	mcGAS lum	hcGAS inh
Cc1sc2nc(C(C)OC(=O)CN3C(=O)C4CCCCC4C3=O)[nH]c(=O)c2c1C (stereo not given)	-1	/	0
COc1ccc(CC(=O)N2CCCN(C(=O)C(C)N3CCc4sccc4C3c3ccccc3C)CC2)cc1 (stereo not given)	-8	2	3

Continued:
SMILES	NPYLR7 agonist	mcGAS lum	hcGAS inh
Cc1cc(C)c[n+](C2=C(c3c(C)[nH]n(-c4ccccc4)c3=O)C(=O)N(c3ccc4c(c3)OCO4)C2=O)c1	-5	-9	-24
CCOc1ccc(/C=C2/SC(=Nc3ccccc3)NC2=O)cc1OC	-5	-2	-4
COc1ccc2cc(-c3[nH]ncc3CN3CCC(N4CCSCC4)CC3)ccc2c1	0	-3	-7
O=C(Nc1nnc(-c2ccccc2)o1)Nc1cccs1	-2	/	-6
Cc1scc(C(=O)N2CCc3c(nc[nH]c3=O)C2)c1-c1ccccc1	20	-17	-6
Cc1sc2ncnc(N3CCOCC3)c2c1C	2	-4	-5
COc1ccc(CN2CCCn3cccc3C2c2cc(C)ccc2C)c(OC)c1 (stereo not given)	-8	-1	1
Cc1ccc2nc(CSc3nc(C)nc4scc(-c5cccs5)c34)cc(=O)n2c1	4	/	-12
CCOC(=O)C(C#N)C1(c2ccc(F)cc2)CCOC(C)(C)C1 (stereo not given)	5	-7	-5
CCc1ccc(S(=O)(=O)Nc2cccc(-c3ccc(N4CCOCC4)nn3)c2)s1	1	-8	-7
N#Cc1cccc(NC(=O)Cn2cccc(-c3nc(-c4ccccc4)no3)c2=O)c1	/	-10	-8
O=C(NC1CCS(=O)(=O)C1)c1cn(-c2ccc(Cl)cc2)nn1 (stereo not given)	3	/	-17
CN(CCc1noc(C2CC2)n1)C(=O)c1cccc2ccnn12	1	-7	0
COc1cc(-c2onc(C)c2C(=O)NCC2COC(C)(C)O2)cc(OC)c1OC (stereo not given)	-1	-6	-8
O=C(NCc1csc2ccc(Cl)cc12)c1cn(CC2CCCNC2)nn1 (stereo not given)	2	-10	-1
COc1ccc(F)c(CN2CCCC(O)(CN(C)Cc3nonc3C)C2=O)c1 (stereo not given)	26	-11	-8
Cn1cccc1C(=O)N1CCN(Cc2cc(=O)c(OCc3ccc(C(F)(F)F)cc3)co2)CC1	2	-5	-3
CC(Oc1ccccc1C(N)=O)C(=O)Nc1ccc(Br)cc1F (stereo not given)	1	/	5
CC(C)(CN1CCOCC1)CN1CCN(c2ccc(Cl)nn2)CC1	/	-5	-10
CCOC(=O)c1ccc(NC(=O)N(CCCOC)Cc2ccc(OS(C)(=O)=O)cc2)cc1	/	-4	-7

Some of the entries above, reformatted:
The line under a structure holds: NPYLR7 agonist	mcGAS lum	hcGAS inh
COC(=O)c1ccc(COC(CN2CCN(C(=O)Nc3cccc(C(=O)OC)c3C)CC2)c2cccc(OC)c2)cc1 (stereo not given)
  2	-4	-2
CCn1ccc(C(=O)N=c2sc3c(OC)ccc(OC)c3n2CC(=O)OC)n1
  0	/	2
COCc1nc2ccc(C)cc2c2c1C(=O)N(CCc1nc3ccccc3[nH]1)C2=O
  -1	-3	-6
O=C(c1coc(CN(Cc2ccc3c(c2)OCO3)Cc2ccccc2Cl)n1)N1CCCCC1
  19	-4	5

2 of the compounds above, with values under each structure:
Order of results – NPYLR7 agonist, mcGAS lum, hcGAS inh
Cc1ccc2nc(CSc3nc(C)nc4scc(-c5cccs5)c34)cc(=O)n2c1
 : 4, /, -12
CCOC(=O)C(C#N)C1(c2ccc(F)cc2)CCOC(C)(C)C1 (stereo not given)
 : 5, -7, -5

Following part
SMILES	NPYLR7 agonist	mcGAS lum	hcGAS inh
CCOc1ccc(-c2cc(=O)n(CC(=O)NC(c3ccccc3)c3ccccc3)cn2)cc1	15	/	-9
Cc1ccc(OCC(=O)N2CCc3c(sc4ncnc(N)c34)C2)c(C)c1	1	-8	-8
CC1(C)Cn2c(nc(=O)c3c2NCN(C2CCCCC2)C3)S1	/	-4	-9
CC(C)OC(=O)CCC/C=C\C[C@@H]1[C@@H](CC[C@@H](O)CCc2ccccc2)[C@H](O)C[C@@H]1O	-10	/	-9
CC(C)(C)c1cc2nc(-c3ccccc3Cl)cc(C(=O)N3CCCC3)n2n1	12	-4	-9
O=S(=O)(c1ccc(SC2Cc3ccccc3C2O)nc1)N1CCOCC1 (stereo not given)	6&2	-3	-6&1
CN1C(=C2C=NN(c3ccccc3)P2(=S)OCC2CCCO2)C(C)(C)c2ccccc21 (stereo not given)	10	/	-6
CCOC(=O)c1cc(-c2ccc(F)cc2)n(C2CCN(C(=O)C(c3ccccc3)c3ccccc3)CC2)n1	2	-6	-5
O=C1NC(=O)C(c2ccccc2)(c2ccccc2)N1	0&7&-1&-9&14&-1&-11	-9&-5&-3&0	-6&-3&-4&-9&-4&-4&1
O=C(NC1CCSc2ccccc21)C12CC3CC(CC(Cl)(C3)C1)C2 (stereo not given)	-2	/	-6
Cc1ccc2nc(COC(=O)CC34CC5CC(CC(Br)(C5)C3)C4)cc(=O)n2c1	3	-6	-3
Cc1ccc(-c2ccc(C(=O)N3CCN(C)CC3)c(N3CCOCC3)n2)cc1C	7	-3	-3
COc1ccc(CN2CCNC(=O)C2CC(=O)NCCc2cscn2)cc1OC (stereo not given)	1&-1	-5	-5&-3
O=[N+]([O-])c1cccc(/C=N/Nc2nc(Nc3ccc(Cl)cc3)nc(N3CCOCC3)n2)c1	-10	0	-1
Cn1cccc1-c1cc(C(=O)NCCC(=O)Nc2ccccc2F)[nH]n1	-2	/	-1
Cc1nsc(NC(=O)NC2CCN(Cc3ccccc3Cl)CC2)n1	6	-13	-10
CCCS(=O)(=O)NCCc1cc2ccc(C)c(C)c2[nH]c1=O	9	/	0
C=CCN(Cc1ccc(C)s1)C(=O)c1c(Cl)cnn1CC	-4	-9	-8
CC(C)Oc1ccc2c(=O)c(-c3ccc(F)cc3)coc2c1	12	-9	-7
CC(C)N(C)c1ccc(NC(=O)c2ccc[nH]c2=O)cc1F	8	/	-16
O[C@@H]1CN(Cc2cccc3[nH]ccc23)CC[C@H]1c1ccc(F)cc1	6	/	1
C#CCOCC(O)CN(CCC(C)C)Cc1c(-c2ccccc2)noc1N1CCc2ccccc2C1 (stereo not given)	2	-4	-4
O=C(c1ccnc(-c2ccc(-c3ccn[nH]3)cc2)c1)N1CCCCC1	-3	/	1
CC(O)CNc1nccc(CCC(F)(F)F)n1 (stereo not given)	4	/	-2
